# PfHsp40 yeast – rescue of yeast from PfHsp40 toxicity, primary screen, S. cerevisiae, ATP luminescence. AID 504582, 2011. actives 0.68% (n = 340,000). growth rescue, % at 12.5 µM. S. cerevisiae expressing PfHsp40, growth rescue; in the data active means growth rescue above about 28%, passing the limit was not always enough;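 further: yeast W303a lacking pdr1 and pdr3 grown in galactose medium; growth measured after three days at 30 °C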
# GDH-TPI inh – GDH-TPI coupling enzyme inhibitors, primary screen, artefact control for M. tuberculosis FBA inhibitor project, biochemical, absorbance, full deck; GDH-TPI coupled enzyme counterscreen, NADH absorbance; inhibition, % at 4.8 µM; actives 1.2% (n = 360,000); in the data active means inhibition above about 30%;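 further: 0% = DMSO wells and 100% = wells lacking the enzyme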
# Yp Topo-I inh – Yersinia pestis topoisomerase I inhibitors, primary screen, biochemical, cleavage product accumulation, plate reader, single point; DNA topoisomerase I (Yersinia pestis CO92); Y. pestis Topo-I cleavage product accumulation; activity, % at 10 µM; actives 0.064% (n = 360,000); in the data active means activity above about 50%, passing the limit was not always enough; further: inactives centre near 2
# FBA Mtb inh – Mtb FBA enzyme inhibitors, primary screen, biochemical, fluorescence, strain H37Rv | Fructose-bisphosphate aldolase (Mycobacterium tuberculosis (strain ATCC 25618 / H37Rv)), … | purified M. tuberculosis FBA, fluorescence read-out | inhibition, % at 1 µM | actives 2.3% (n = 360,000); in the data active means inhibition above about 27%;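 further: 0% = vehicle and 100% = reference inhibitor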
# Target sequence (P9WQA3 whole entry, looked up): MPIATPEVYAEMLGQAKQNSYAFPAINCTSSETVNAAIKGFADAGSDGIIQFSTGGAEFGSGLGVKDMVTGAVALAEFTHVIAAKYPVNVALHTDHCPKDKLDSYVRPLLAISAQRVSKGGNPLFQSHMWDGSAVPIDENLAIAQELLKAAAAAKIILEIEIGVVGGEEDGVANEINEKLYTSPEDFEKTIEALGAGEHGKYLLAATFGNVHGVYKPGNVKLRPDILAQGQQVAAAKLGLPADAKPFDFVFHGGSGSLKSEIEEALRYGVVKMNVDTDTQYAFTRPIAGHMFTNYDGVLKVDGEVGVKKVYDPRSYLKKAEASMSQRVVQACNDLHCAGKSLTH
# FadD28 FP inh – inhibitors of FadD28 bisubstrate probe binding, primary screen, biochemical, fluorescence polarization, single point; Mycobacterium tuberculosis FadD28 fatty-acid-AMP ligase; actives 0.22% (n = 360,000); inhibition, % at 12.5 µM; in the data active means inhibition above about 8.5%, passing the limit was not always enough
# Mtb UGM inh – M. tuberculosis UGM enzyme inhibitors, primary screen, biochemical, fluorescence polarization, single point; UDP-galactopyranose mutase (Mycobacterium tuberculosis (strain ATCC 25618 / H37Rv)), …; purified UGM, fluorescence polarization probe displacement; inhibition, % at 10 µM; actives 0.06% (n = 320,000); in the data active means inhibition above about 10%, passing the limit was not always enough
# Target sequence (P9WIQ1 whole entry, looked up): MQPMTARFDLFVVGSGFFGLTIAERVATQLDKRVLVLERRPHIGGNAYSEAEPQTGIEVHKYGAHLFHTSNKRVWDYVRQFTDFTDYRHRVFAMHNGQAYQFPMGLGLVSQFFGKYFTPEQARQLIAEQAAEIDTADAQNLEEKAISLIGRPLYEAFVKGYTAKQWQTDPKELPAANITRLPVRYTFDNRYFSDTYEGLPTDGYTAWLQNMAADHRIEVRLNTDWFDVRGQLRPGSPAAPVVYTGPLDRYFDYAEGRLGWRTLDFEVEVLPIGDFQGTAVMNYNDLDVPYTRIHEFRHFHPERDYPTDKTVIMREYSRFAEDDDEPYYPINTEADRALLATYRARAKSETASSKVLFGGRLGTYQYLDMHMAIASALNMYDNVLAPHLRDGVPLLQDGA
# TcdB inh – TcdB glycohydrolase inhibitors, primary screen, biochemical, single point, plate reader. Toxin B (Clostridioides difficile), P18177. TcdB glycohydrolase enzymatic assay. inhibition, % at 9.99 µM. actives 0.24% (n = 350,000). AID 652162, 2013; in the data active means inhibition above about 10%
# BioA inh – M. tuberculosis BioA enzyme inhibitors, primary screen, biochemical, plate reader, single point, HTS. 7,8-diaminopelargonic acid synthase BioA (Mycobacterium tuberculosis). purified M. tuberculosis BioA enzyme. inhibition, % at 9.99 µM. actives 0.096% (n = 360,000); in the data active means inhibition above about 40%
# Vc quorum ag – inducers of Vibrio cholerae quorum light production without autoinducers, primary screen, BH1578 luxS cqsA deficient, single point. V. cholerae BH1578 lux reporter, luminescence, 6 h. activation, % at 18.7 µM. actives 0.16% (n = 350,000). AID 588436, 2011; in the data active means activation mostly above about 9.7%, no sharp cut-off; further: not every result past the cut was called active; inactives centre near 0; reference of the scale not given here
# Numbers without * were called inactive; i = inactive; · = not tested or not shown; & = joins results of further samples.
SMILES,PfHsp40 yeast,GDH-TPI inh,Yp Topo-I inh,FBA Mtb inh,FadD28 FP inh,Mtb UGM inh,TcdB inh,BioA inh,Vc quorum ag
NS(=O)(=O)c1ccc(Cl)cc1[N+](=O)[O-],0.5,-1,0,0,-0.5,2.1,0.1,·,i
CCOC(=O)CSc1ccc(S(=O)(=O)N(CC)CC)cc1[N+](=O)[O-],-0.3,-2,-13,8,-0.8,-2.7,-0.3,1.1,-0.2
COc1ccc(NC(=O)c2c[nH]n3c(=O)cc(C4CCN(C(=O)OC(C)(C)C)CC4)nc23)cc1Cl,-0.3,-1,-5,1,-1.9,-1.5,3.7,5.5,-0.4
C/C(=N\OCC(=O)Nn1c(C)nc2ccccc2c1=O)c1cccs1,0.2,7,-8,2,-2.2,0.3,-0.5,·,-0.6
O=C(CCN1CCOCC1)NCc1ccccc1,-0.4,6,-11,1,-3.6,1.6,0.2,-1.3,-2.0
Cc1ccc(SCCC(=O)Nc2ccc(Br)c(C)c2)cc1,-0.2,10,8,-1,-2.7,0.5,-0.4,·,i
COC(=O)C1=C(c2cccc(OCc3ccccc3)c2)C[C@@H]2CC[C@H]1N2C,·,7,16,1,-1.9,·,0.5,0.2,-0.7
Cc1nc2sc(C(=O)OCC(=O)N3c4ccccc4CC3C)c(C)c2c(=O)[nH]1 (centres undefined),1.7,11,-4,4,0.0,1.5,0.4,·,1.6
O=C(Nc1ccc(NC(=O)C2CCCCC2)cn1)c1ccco1,0.8,14,0,-2,-1.5,0.6,·,-0.3,i
COc1ccc(CC(=O)NCc2nnc(SCC(=O)Nc3ccccc3)n2C)cc1,-1.1,2,-3,4,-3.6,0.1,-0.1,·,i
Cc1cccn2c(=O)c3cc(C(=O)N4COCC4(C)C)n(C)c3nc12,1.1,7,-2,21,-1.4,-2.7,·,-2.2,i
Cc1onc(-c2ccccc2Cl)c1C(=O)OCC(=O)N1CCC(C)CC1,1.2,-1,16,1,-1.5,0.3,1.0,-1.5,0.6
COc1ccccc1Cn1nnc2c(=O)[nH]c(C3CCN(C(=O)c4ccc(C)cc4)CC3)nc21,0.7,0,34,3,2.0,-0.2,·,1.8,i
O=C1CC(=O)N(Cc2ccccc2)C(=S)N1,1.3,-2,-11,1,1.4,-3.3,1.9,-0.4,-0.5
Cc1cc(C)cc(OCC(=O)NNC(=O)c2cc(C)[nH]n2)c1,0.2,1,-9,3,-1.8,0.0,·,-0.5,i
COc1cccc2cc(CC(=O)c3ccc(C)cc3C)c(=O)oc12,1.4,9,24,0,0.6,-1.5,1.1,-0.6,1.3
CC1CCC(N(C(=O)c2csnn2)C(C(=O)NC(C)(C)C)c2cccnc2)CC1 (centres undefined),-0.5,-4,2,-1,-0.3,-1.3,1.6,·,-0.9
Cc1c(C(=O)NCC2COc3ccccc3O2)oc2ccc(S(=O)(=O)N(C)C3CCCCC3)cc12 (centres undefined),0.0,14,12,3,-1.3,0.7,1.3,-0.6,-0.9
CCOC(=O)C1CCN(C(=O)COc2ccc(S(=O)(=O)NC(C)C)cc2)CC1,-0.4,-3,-5,-3,-3.9,-0.3,·,-0.4,-5.0
N#Cc1nc(COc2ccccc2Cl)oc1N1CCCC1,2.5,1,10,-1,-0.8,-0.8,-0.1,·,-1.3
CS(=O)(=O)N(CC(=O)N1CCCCCC1)Cc1ccc(Cl)cc1,-0.8,-4,14,-1,-0.9,-2.2,·,0.9,i
O=C(NCC1=C(c2ccc3ccccc3c2)C[C@@H]2CC[C@H]1N2Cc1ccco1)c1ccc([N+](=O)[O-])cc1,·,0,-7,-2,-3.4,·,0.2,-0.8,i
CCC(C)(C)NC(=O)CN(C(=O)C(=O)Nc1ccc2c(c1)OCCO2)N1CCOCC1,1.4,-4,-6,0,-3.5,0.8,0.7,-1.5,-0.2
COC(=O)Cn1nnc2c(cnn2-c2ccccc2)c1=O,0.1,-6,3,-3,-3.9,-0.4,9.3,·,1.6
COc1ccc(NC(=O)CSc2nnc(Cc3cccn3C)n2-c2ccc(C)cc2)cc1OC,0.0,-7,25,0,-0.5,-3.3,·,3.2,-0.5

# Later entries
SMILES,PfHsp40 yeast,GDH-TPI inh,Yp Topo-I inh,FBA Mtb inh,FadD28 FP inh,Mtb UGM inh,TcdB inh,BioA inh,Vc quorum ag
O=S(=O)(Nc1cccc(-c2ccc3nncn3n2)c1)c1ccccc1F,-0.5,20,-5,0,-2.8,-2.5,1.6,·,-0.7
CC(C)N=C(N)N=C(N)Nc1ccc(Cl)cc1,-0.7,4,-9,4,-0.9,·,1.5,-1.8,-0.4
CN(CC(=O)NC1CC1)S(=O)(=O)c1cc(Cl)ccc1Cl,-1.0,-1,11,-2,-1.0,1.3,2.5,0.6,-0.4
CCCc1nc2c3ccccc3ccn2c1Cc1cccc(F)c1,·,·,·,7,-5.2,·,-0.5,-2.8,·
COc1ccc2c(CSc3nc4nc(C)cc(C)n4n3)cc(=O)oc2c1,-0.2,24,-7,7,-0.1,-0.9,·,-1.3,-0.2
COc1cc(N2C(=O)c3ccccc3C2=O)c(Cl)cc1C(=O)OCC(=O)N(C)C,-0.1,-4,3,3,-2.7,0.1,1.1,·,i
CC(C)CC(=O)Nc1cccc(NC(=O)CC(C)C)n1,-0.3,-8,2,4,-3.1,0.8,2.0,·,-0.3
CCOc1ccc(S(=O)(=O)NCCC(=O)N2CC(C)CC(C)C2)cc1 (centres undefined),-0.5,5,10,4,-2.4,2.1,0.3,-1.0,i
COc1ccc(/C=N/NC(=O)OC(C)(C)C)cc1OC,0.1,-1,-11,6,-0.4,1.1,·,·,0.6
Cc1ccccc1CN1CCN(C(=O)[C@H]2O[C@@H](n3cnc4c(N)ncnc43)[C@H](O)[C@@H]2O)CC1,·,·,·,2,-0.5,·,-2.6,0.3,·
CCN(C1CCS(=O)(=O)C1)S(=O)(=O)c1ccc(OC)c(OC)c1 (centres undefined),-0.9,-2,6,4,-2.2,-2.1,-1.3,·,-1.9
O=C(COC(=O)c1ccc(Cl)cc1[N+](=O)[O-])NC(=O)c1ccccc1,0.4,-4,-9,-1,-0.6,0.2,2.0,-2.3,-0.5
CCOc1ccc(C(=O)NCC(=O)N2CCc3ccccc3C2)cc1OCC,1.1,-4,-1,0,-3.5,-5.8,-0.2,·,i
CCS(=O)(=O)N1CCC(c2nc3ccccc3[nH]2)CC1,-1.1,2,-9,0,-3.8,-2.1,0.5,-0.6,i
CCNS(=O)(=O)c1ccc2c(c1)n(C)c(=O)n2C,-1.4,9,7,1,-0.3,1.3,·,0.7,-0.2
CCOc1ccccc1CN1CCN(Cc2cccc3nonc23)CC1CCO (centres undefined),6.5,6,8,2,-3.5,-0.1,0.3,-0.3,-0.3
CCCCCC(=O)N1C[C@H](O)[C@@H](n2cc(COC(=O)c3ccccc3)nn2)C[C@@H]1c1ccccc1,·,12,30,0,-2.7,·,0.4,0.5,i
COC(=O)C1(C)NCCc2c1[nH]c1ccccc21 (centres undefined),-0.2,8,-2,1,-4.2,5.0,0.9,0.2,-0.5
COc1cc(/C=C(\C#N)c2ccccn2)ccc1OCC(=O)Nc1ccc(Br)cc1,-0.2,-6,4,2,-0.8,1.9,0.3,0.0,-0.6
CC(NC(=O)COc1cccnc1[N+](=O)[O-])c1ccc(Cl)cc1 (centres undefined),-1.0,9,1,0,-4.4,1.9,0.0,2.5,-0.5
O=C(NC(=S)Nc1ccc(S(=O)(=O)N2CCCCCC2)cc1)c1cccs1,-0.3,8,31,-1,-3.6,0.1,-0.4,-0.6,-1.8
CCOC(=O)N1CCC(N(CCN(C)C)C(=S)Nc2ccccc2Cl)CC1,-0.5,2,1,-1,-2.2,-0.8,0.1,-1.3,i
Cc1cc(C)cc(-n2c(C)cc(/C=N/NC(=O)CN(c3c(C)cccc3C)S(C)(=O)=O)c2C)c1,-1.3,9,4,-1,0.5,·,·,-3.1,3.4
CCn1c(SCCN2CCOCC2)nc2c1c(=O)n(C)c(=O)n2C,4.9,2,-5,-2,-0.8,-0.3,0.9,-1.4,i
Cc1ccc(C(=O)N2CC(C)CC(C)C2)cc1S(=O)(=O)N1CCCCC1 (centres undefined),0.3,8,27,1,-0.4,0.3,0.9,3.2,2.7

# Next part.
SMILES,PfHsp40 yeast,GDH-TPI inh,Yp Topo-I inh,FBA Mtb inh,FadD28 FP inh,Mtb UGM inh,TcdB inh,BioA inh,Vc quorum ag
Cc1cccc(CC2S/C(=N/c3cccc(C)n3)NC2=O)c1 (centres undefined),-1.2,7,-2,1,-1.2,-3.4,0.0,-3.0,-0.6
Cc1ccc(C(OC(=O)c2ccco2)C(=O)NC(C)(C)C)cc1 (centres undefined),0.6,3,1,0,-1.3,-1.7,0.8,4.3,-0.4
Cc1ccc(NS(=O)(=O)Cc2ccccc2)cc1Cl,6.8,5,5,-1,-4.5,1.7,3.1,0.5,-0.3
O=C(NCC1COc2ccccc2O1)c1ccc(-n2cncn2)c([N+](=O)[O-])c1 (centres undefined),·,0,-3,2,0.4,-0.9,2.7,·,0.7
Cc1ccc(S(=O)(=O)N2CCCc3cc(NC(=O)c4c(F)cccc4F)ccc32)cc1,5.0,2,2,-2,-1.3,-1.2,-0.1,-1.1,-0.1
Cc1ccnc(NS(=O)(=O)c2ccc(NC(=O)c3ccc(N4C(=O)CCC4=O)cc3)cc2)n1,-2.4,9,-5,1,-1.9,3.4,1.5,-1.0,i
COC(=O)C1C(C(C)C)N(c2ccccc2)OC1(C)O (centres undefined),-1.4,3,0,0,-1.2,4.3,1.2,0.6,-3.6
CS(=O)(=O)c1ccc2nc(NC(=O)C3C4C=CC(C4)C3C(=O)O)sc2c1 (centres undefined),-0.4,12,5,1,0.9,0.3,·,1.2,0.1
O=C(Cc1ccc(Cl)cc1)NC(=S)Nc1ccccc1O,-1.7,-2,4,-1,-4.2,-3.4,0.2,-2.4,-0.3
COc1ccc(C(=O)C2CCCN(C(=O)c3noc4c3CCCC4)C2)cc1F (centres undefined),-0.6,-4,4,0,-3.7,1.3,-3.1,7.6,-0.3
Cc1ccccc1S(=O)(=O)N(C)C[C@H]1OCc2cnnn2CCCC(=O)N([C@H](C)CO)C[C@H]1C,·,3,-6,3,-1.3,·,0.6&0.1,-2.6&-0.7,-0.4
CCN(CC)C(=O)CN(Cc1ccccc1)S(=O)(=O)c1ccc(F)cc1,1.7,5,-5,0,-2.6,-1.3,·,1.5,i
Cc1noc(C)c1C(=O)N1CCC1(C)C(=O)NS(=O)(=O)c1cccs1 (centres undefined),·,-4,-4,-3,-3.7,·,-0.7,-0.9,i
CN(C)c1nc(N)nc(Cn2nnc(-c3ccc(C(F)(F)F)cc3)n2)n1,0.0,-3,-8,2,-1.0,2.2,-0.6,-1.6,-2.9
CCCNC(=O)CS(=O)Cc1nc(-c2ccccc2C)oc1C (centres undefined),-0.6,3,0,8,0.9,-2.4,1.4,-4.7,-0.4
COc1ccc(C)cc1NC(=O)CNC(=O)[C@@H]1Cc2ccccc2CN1,-3.1,3,-8,3,-1.2,-1.3,0.9,0.3,-0.3
CN(C)CCCCOc1cccc(Br)c1,1.1,-2,-2,6,-0.1,1.8,0.6,·,-0.4

# Quoted from the results shown, 4 compounds:
SMILES,PfHsp40 yeast,GDH-TPI inh,Yp Topo-I inh,FBA Mtb inh,FadD28 FP inh,Mtb UGM inh,TcdB inh,BioA inh,Vc quorum ag
Cc1noc(C)c1C(=O)N1CCC1(C)C(=O)NS(=O)(=O)c1cccs1 (centres undefined),·,-4,-4,-3,-3.7,·,-0.7,-0.9,i
CN(C)c1nc(N)nc(Cn2nnc(-c3ccc(C(F)(F)F)cc3)n2)n1,0.0,-3,-8,2,-1.0,2.2,-0.6,-1.6,-2.9
CCCNC(=O)CS(=O)Cc1nc(-c2ccccc2C)oc1C (centres undefined),-0.6,3,0,8,0.9,-2.4,1.4,-4.7,-0.4
COc1ccc(C)cc1NC(=O)CNC(=O)[C@@H]1Cc2ccccc2CN1,-3.1,3,-8,3,-1.2,-1.3,0.9,0.3,-0.3

# Source: PubChem BioAssay
